Screening results from PubChem BioAssay.
HSF1 inhib: HSF1 inhibition | activity change, negative = inhibition, % at 7.5 µM (by protocol) | NIH3T3-HGL HSE-luciferase, MG132-induced, luminescence 8 h; stronger effect = lower value | 300,000 compounds, 0.77% hits;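 active = more than half of replicate wells show activity change below -50%, luminescence cut by over half; inconclusive = some wells, but at most half, below -50%; inactive = no replicate well below -50%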;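 note: luciferase reports HSF-1 transcriptional activity via heat shock element; 0% = median of DMSO wells and -100% = zero luminescence signal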
aSyn 5UTR inh: MLPCN primary screen, SNCA 5' untranslated region | alpha-synuclein 5'UTR reporter, inhibitor activity | inhibition, % (tested at 7.5 µM) | 300,000 compounds, 0.82% hits | AID 1813; in the data active = inhibition above about 60%; inconclusive = no clear call, values can overlap the other calls;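 note: H4 neuroglioblastoma cells stably carrying SNCA 5'UTR luciferase fusion; 0% = DMSO wells and 100% = positive control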
HSP90 inh: HSP90 refolding inhibition in rabbit reticulocyte lysate; luciferase refolding luminescence, 3 h; inhibition, % at 5.6 µM; 290,000 compounds, 0.91% hits;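 active = inhibition above the screen-wide mean plus 3 SD, computed separately per campaign, cut at about 16% in these data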;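 note: 0% = DMSO wells and 100% = 60 µM geldanamycin wells; inhibitors lower the luminescence because luciferase stays unfolded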
Platelet DG rel: modulates dense granule release in human platelets; inhibition, %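 (compounds screened at 7.5 µM in platelet-rich plasma)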; human platelet-rich plasma, SFLLRN dense granule ATP release, luminescence; 300,000 compounds, 0.22% hits; AID 1663;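 active = mean replicate score, as percent of positive control, at or above 50; inconclusive = mean below 50 but at least one replicate at or above 50; inactive = mean and every replicate below 50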
HIF activator: HIF pathway transcriptional activation; AID 1910; 300,000 compounds, 0.32% hits; U2OS HRE-luciferase reporter, luminescence; normalized: DMSO 0%, desferrioxamine 100%; activation, % at 7.5 µM (by protocol);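 active = mean activation of at least 10% of the iron chelator positive control signal, with at least half of replicates also reaching 10%; inconclusive = mean and replicate majority disagree about reaching 10%; inactive = mean and most replicates under 10%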
IEC-6 tox: counter-screen for KLF5 inhibitors: cytotoxicity in IEC-6 cells; 290,000 compounds, 0.78% hits; AID 1825; inhibition, % at 5 µM; IEC-6 cytotoxicity, luminescence viability; in the data active = inhibition above about 22%;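 note: 0% = plate median of test compound wells and 100% = cytotoxic reference compound wells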
KLF5 inhibitor: inhibitors of KLF5 expression; DLD-1 KLF5 promoter-luciferase reporter, luminescence; inhibition, % at 5 µM; 290,000 compounds, 0.23% hits; AID 1700;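 active = inhibition above a per-plate limit of that plate's mean compound inhibition plus 3 SD, cut at about 60% in these data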;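 note: 0% = DMSO wells and 100% = LY294002 at 200 µM; higher means less KLF5 promoter-driven luciferase light; inactives centre near -14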
HSF-1 act: increases HSF-1 driven luciferase reporter signal; activation, % at 9 µM; NIH3T3-HGL HSF-1 luciferase reporter, MG132, 8 h; 100% = twice DMSO control signal; 300,000 compounds, 1.7% hits;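 active = mean replicate activation of at least 50% with a set share of replicates each reaching 50%; inconclusive = only one of those two conditions met; inactive = mean below 50% and too few replicates reaching it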;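 note: 0% = median of the neutral control wells and 100% = twice that signal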
AI-2 QS modul: Vibrio harveyi AI-2 quorum sensing modulation; activity change, % at 7.5 µM; AID 2094; Vibrio harveyi JMH597 AI-2 luminescence/OD600 ratio, 9 h; stronger effect = lower value; strain lacks LuxN and CqsS sensors; 0 = neutral-control median; 300,000 compounds, 0.4% hits; in the data active = activity change below about -75%, passing the limit was not always enough; inconclusive = no clear call, values can overlap the other calls;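 note: luminescence divided by OD600 gain over 9 h not by final OD600 alone; inactives centre near 13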
SKKanGAS inh: blocks kanamycin growth of S. pyogenes SKKanGAS strain; inhibition, % at 7.5 µM; 300,000 compounds, 1.3% hits; BacTiter-Glo, 6 h;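 active = mean replicate score, as percent of positive control median, at least 50; inconclusive = mean below 50 but one replicate at or above 50; inactive = mean and every replicate below 50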;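 note: strain carries kanamycin resistance gene driven by streptokinase promoter and grows in 40 µg/ml kanamycin; loss of luminescence reflects streptokinase promoter inhibition or plain growth inhibition; 0% = median of DMSO wells and 100% = positive control at its reference dose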
An asterisk follows results filed as active; u = inconclusive; x = no result given.

entry	structure	Platelet DG rel	HIF activator	HSF1 inhib	HSP90 inh	SKKanGAS inh	IEC-6 tox	KLF5 inhibitor	HSF-1 act	AI-2 QS modul	aSyn 5UTR inh
1	CCOCCCNC(=O)C(c1ccccc1)N(Cc1ccc2c(c1)OCO2)C(=O)CNC(C)=O (stereo not given)	-2	0.9	-1	4	-5	2	-4	-13	25	20
2	COc1ccccc1-c1cc(-c2ccccc2)nc(SCC(=O)O)c1C#N	-12	-27	-2	4	84*	0	-41	10	42	-12
3	Cc1cc(C(=O)N/N=C/C=C/c2ccccc2)c(C)o1	7	1.0	7	1	7	2	-11	22	5	-2
4	COc1ccc(C2/C=C\CN(C(=O)C3CCCC3)CC(=O)N2Cc2ccc(F)cc2)cc1 (stereo not given)	1	-0.4	-1	x	-1	x	x	x	2	19
5	COc1ccc(NC2CC(=O)NC2=O)cc1 (stereo not given)	5	-1.4	-5	1	-9	0	-13	3	27	19
6	COc1ccc2c(c1)cc(C)c1nnc(SCC(=O)N(C)c3nc(-c4ccccc4)cs3)n12	-21	-0.3	-1	4	-10	1	-12	-4	14	-7
7	CCOc1ccc(C(=O)COc2ccc(NC(C)=O)cc2)cc1	11	0.0	0	-1	-4	-5	-40	-2	9	0
8	COC(=O)c1ccc(COc2cc(C)ccc2C)o1	2	4.8	13	-2	0	-1	-41	17	19	-149
9	CC(C(=O)N1CCc2ccccc21)n1cccc1 (stereo not given)	-3	-0.9	-1	6	-1	2	-25	-10	-7	-4
10	COc1cc(S(=O)(=O)N2CCN(c3ccc(F)cc3)CC2)ccc1Cl	-6	0.1	7	-1	-8	-5	-12	0	-8	0
11	COCC(=O)Nc1ccccc1C(=O)NC(C)C	2	0.2	5	5	1	1	-30	42	34	0
12	Cc1ccccc1NC(=O)C1CCC(C)(C(=O)O)C1(C)C (stereo not given)	-15	0.2	-4	-7	4	-1	2	-18	12	1
13	Cc1oc2cc(Br)c(O)c(Br)c2c1-c1ccccc1	-3	1.8	19	-2	83*	-1	-39	26	-2	-41
14	CCCCNc1c(N)n(CCC)c(=O)[nH]c1=O	28	-1.5	6	-1	-2	-1	-48	-8	21	-8
15	C=CCOC(=O)CC(NC(=O)c1ccccc1)c1ccccc1 (stereo not given)	-7	2.4	-9	3	-2	6	12	6	9	-6
16	CCN(CC)c1ccc2c(O)cc(=O)oc2c1	1	0.0	4	-5	5	-2	-28	-1	7	20
17	Cc1cc(C)c(OCCN2CCOCC2)c(Cl)c1	4	0.0	4	-3	1	-5	-12	0	18	8
18	CC1CCCCC12NC(=O)N(CC(=O)Nc1ccc(S(=O)(=O)N3CCOCC3)cc1)C2=O (stereo not given)	1	0.1	3	2	4	1	-4	-2	11	7
19	CCCn1nc(NC(=O)C2CCCO2)c2cc3cccc(C)c3nc21 (stereo not given)	2	0.0	-10	0	-5	-10	-10	-15	11	19
20	COc1ccc2cnn(-c3ccccc3)c(=O)c2c1OC	-3	0.7	-4	0	-1	-3	-67	11	-2	-49

Other structures follow:
entry	structure	Platelet DG rel	HIF activator	HSF1 inhib	HSP90 inh	SKKanGAS inh	IEC-6 tox	KLF5 inhibitor	HSF-1 act	AI-2 QS modul	aSyn 5UTR inh
21	O=C(c1cc2ccccc2o1)N1CCN(S(=O)(=O)/C=C/c2ccccc2)CC1	-2	-0.4	-5	-4	2	4	-19	5	26	7
22	C=C(C)c1ccccc1NC(=O)CCN1C(=O)c2ccccc2S1(=O)=O	-2	-0.1	5	5	-7	-2	1	19	7	6
23	O=C(CN1CCN(Cc2ccccc2F)C1=O)NCC1CCCO1 (stereo not given)	1	0.0	1	-8	3	0	-28	2	20	9
24	COc1ccccc1CCNC(=O)c1csc2c1CCCC2	3	0.3	6	1	7	0	-3	-5	-5	-6
25	O=C(NCc1ccco1)C1CCN(c2nc3ccccc3n2Cc2ccccc2F)CC1	-22	-0.1	-4	1	-2	2	-32	-17	23	14
26	Cc1ccc(-n2nc(C(=O)O)c3ccccc3c2=O)cc1C	x	-0.8	-3	0	0	7	-12	-16	14	-14
27	O=C(COc1ccccc1)NCC(=O)N1CCCC1	0	-0.3	-5	3	-1	3	-3	2	1	-13
28	COc1ccccc1-c1nnc2sc(COc3ccc(F)cc3)nn12	1	0.9	-3	3	0	11	-20	-1	28	-3
29	C=CCn1c(CSc2nc3ccccc3s2)nnc1SCC(=O)NCc1cccnc1	3	-0.3	10	-1	-1	-1	-32	25	38	21
30	O=C(C1=C(O)C(=O)N(c2ncccn2)C1c1cccs1)c1ccco1 (stereo not given)	3	-0.1	x	3	12	-3	19	x	10	-4
31	N#Cc1ccc(S(=O)(=O)Nc2ccc3ccccc3n2)cc1	-2	-0.8	-3	2	-4	1	11	-13	28	8
32	O=C(CN1C(=O)/C(=C\c2cccc(Cl)c2)Oc2ccccc21)N1CCN(c2ccccn2)CC1	-4	0.0	-2	-3	1	3	-39	-3	8	6
33	CCCCCN(C(=O)COC(=O)COc1c(C)cc(C)cc1C)c1c(N)n(CCCC)c(=O)[nH]c1=O	-1	-0.4	6	x	6	x	x	11	27	3
34	Cc1ccc(NC2=C(N3CCCCC3)C(=O)c3ccccc3C2=O)cc1	10	0.8	2	5	3	-1	17	-3	30	-45
35	CCC(C)NC(=O)CN(c1ccc(OC)cc1)S(=O)(=O)c1ccccc1 (stereo not given)	-2	-0.1	0	0	-6	0	-5	-15	1	-3
36	CC(=O)Nc1cccc(-c2nc3ccccc3o2)c1	-1	0.4	22	-2	-5	7	-66	73*	6	-51
37	CCOC(=O)c1ccc(Nc2nc(C(=O)OCC)nc3ccccc23)cc1	12	-0.3	13	3	21	-4	6	18	20	-43
38	COc1cc(NC(=S)N2CCN(S(=O)(=O)c3ccccc3)CC2)cc(OC)c1	x	x	x	-1	x	7	-2	x	21	x
39	CCn1c(=NC(=O)CSC(C)=O)sc2cc(OC)ccc21	-3	0.3	5	-4	-1	-8	-20	23	-3	-35
40	Cc1cc(NO)c(C(C)C)cc1N=O	1	-0.7	-10	3	-3	5	-15	-12	-41	42

(further entries)
entry	structure	Platelet DG rel	HIF activator	HSF1 inhib	HSP90 inh	SKKanGAS inh	IEC-6 tox	KLF5 inhibitor	HSF-1 act	AI-2 QS modul	aSyn 5UTR inh
41	COc1ccc(N/C=C2\C(=O)CCc3c2oc2cc(Cl)c(O)c(Cl)c32)cc1	1	-25	41	4	6	-4	1	62*	39	33
42	COc1ccc([N+](=O)[O-])c(S(=O)(=O)c2ccccc2)n1	1	-0.3	4	5	4	15	26	-10	u	-49
43	COc1cccc(CNCc2ccc(OC)cc2OC)c1	0	2.3	-12	5	-1	0	-11	-14	11	4
44	O=C(NS(=O)(=O)Nc1ccc(Br)cn1)c1c[nH]c2ccccc12	1	-0.4	-3	-3	2	-2	-33	-4	8	14
45	CN(C)c1ccc(/C=C(\NC(=O)c2ccccc2)C(=O)N/N=C/c2ccc(C(=O)O)cc2)cc1	-34	1.1	18	4	1	-6	-31	-3	4	-12
46	COc1ccc2cc(C(=O)NCc3ccccc3)[nH]c2c1	3	0.6	-3	0	-1	2	-49	17	4	-66
47	O=C(N/N=C/c1ccc(N2CCOCC2)cc1)c1ccccc1NS(=O)(=O)c1cccs1	3	-0.8	-3	-2	1	5	-40	10	23	-7
48	CCOc1ccc(NC2OC(C)C(O)C(O)C2O)c([N+](=O)[O-])c1 (stereo not given)	3	0.0	3	3	4	6	-6	-1	24	8
49	C#Cc1ccc(CN2CCN(Cc3ccsc3)C(CCO)C2)cc1 (stereo not given)	-1	-0.2	-2	1	-4	-2	-75	5	22	2
50	O=C(CC1C(=O)NCCN1C(=O)Nc1ccccc1)Nc1cccc(Cl)c1 (stereo not given)	0	0.1	-4	0	-4	1	0	-1	10	7
51	O=C(CSc1ccc2nnc(-c3ccc(F)cc3)n2n1)N1CCCc2ccccc21	7	-0.1	-1	-1	-7	-4	-8	-3	13	15
52	CCOc1ccc(C2=CSC3=NCCN23)cc1[N+](=O)[O-]	1	0.4	-1	7	1	0	-7	1	14	-1
53	CCc1nc(C)cn1S(=O)(=O)c1cc(Br)c(C)cc1OC	9	-0.5	-7	-3	4	-1	-7	-5	9	-3
54	O=C(NCc1ccco1)c1cc2cc(Br)ccc2o1	-4	1.6	29	1	-7	-2	-31	23	6	-46
55	O=S(=O)(Nc1nc2ccccc2nc1NCC1CCCO1)c1cccs1 (stereo not given)	-3	1.1	-2	1	3	-2	3	14	12	-3
56	Cc1cc(C)n2nc(C(=O)Nc3ccc(S(=O)(=O)N4CCCC4)cc3)nc2n1	-14	0.5	-8	0	-11	0	-37	-2	34	-4
57	COc1ccc(OC)c(CNS(=O)(=O)c2cn(C)cn2)c1	-9	-1.1	3	2	-17	7	-12	24	32	5
58	O=C(Nc1nc(-c2ccccc2)c(-c2ccccc2)o1)c1ccc(F)cc1	-1	-0.3	3	2	101*	8	6	23	5	53
59	O=C(CCCc1ccccc1)Nc1ccnn1C1CCN(Cc2ccc(Cl)cc2)CC1	-3	0.0	8	-8	2	2	-20	2	-37	17
60	CCOC(=O)N1CCC(N2C(=O)c3ccccc3C2Nc2cc(C)cc(C)c2)CC1 (stereo not given)	1	0.6	4	2	-7	-1	-9	29	8	19

(more compounds)
entry	structure	Platelet DG rel	HIF activator	HSF1 inhib	HSP90 inh	SKKanGAS inh	IEC-6 tox	KLF5 inhibitor	HSF-1 act	AI-2 QS modul	aSyn 5UTR inh
61	Cc1ccc(C)c(OCc2cc(C(=O)N3CCN(c4ccccc4C)CC3C)no2)c1 (stereo not given)	7	0.8	10	-4	11	4	-42	20	12	-38
62	CCOC(=O)Cn1cnc2c(nnn2-c2ccc(F)cc2)c1=O	2	0.1	-7	-3	-4	0	-14	3	12	-8
63	Cc1cc(OCC(=O)N(C(C)C)C(C)C)cc(C)c1Br	-10	-0.5	8	9	1	2	-22	7	16	-2
64	COc1ccc(-c2ccc(C(=S)N3CCN(C(C)=O)CC3)o2)cc1	9	0.3	x	0	1	-3	2	x	6	-12
